From PubChem BioAssay
Efflux pump mplx: antifungal efflux pump inhibition, Nile Red retention | inhibition, % at 10 µM | 0.44% of 330,000 active | S. cerevisiae Candida pump triplex | AID 485275;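 active = plate passing quality check with inhibition over a set limit, or well fluorescence over plate mean plus 4 SD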;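 note: Nile Red retained in pooled yeast measured as flow cytometry median fluorescence; 0% = buffer negative control and 100% = Enniatin B positive control; higher means more Nile Red kept so more efflux inhibition; some compounds called inactive have numbers as strong as hits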
CIT2 TOR yeast: modulators of TOR pathway CIT2-GFP in S. cerevisiae; S. cerevisiae CIT2-GFP strain, flow cytometry, 3 h; 100 means same as DMSO wells; GFP response vs DMSO, % at 10 µM; 0.065% of 320,000 active;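 active = GFP response relative to DMSO above a set limit, near the screen mean plus 3 SD, cut at about 150% in these data; inconclusive = Fewer than 70 cells measured for a yeast strain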;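 note: ratio of well median GFP fluorescence to mean of DMSO wells on the plate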
CR mimetic SO: lowers age-related superoxide in aged yeast cells; S. cerevisiae aged cells, superoxide DHE fluorescence; stronger effect = lower value; AID 2690; 0.18% of 330,000 active; superoxide response (% of plate mean), % at 10 µM;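 active = superoxide response under a set limit, about three screen SD below normal, cut at about 65% in these data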;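 note: yeast aged for seven days with compound at 30 °C before DHE staining; 100% = average MFI of all compound-treated wells on the plate with controls excluded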
AGP1 TOR yeast: alters AGP1-GFP fluorescence in TOR pathway yeast screen; S. cerevisiae AGP1-GFP multiplex flow cytometry, 3 h; GFP as percent of DMSO wells; GFP response vs DMSO, % at 10 µM; 0.02% of 320,000 active; AID 2066;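 active = GFP response relative to DMSO above a set limit, near screen average plus 3 SD, cut at about 150% in these data; inconclusive = fewer than 70 cells counted for the yeast strain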;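 note: median GFP channel fluorescence of the gated AGP1 strain per well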
AHR act: activators of human aryl hydrocarbon receptor; P35869; AHR-responsive luciferase reporter cells, luminescence; activation, % at 5 µM; 2.5% of 320,000 active; in the data active = activation above about 47%;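 note: 0% = vehicle wells and 100% = reference agonist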
Target sequence (P35869 whole entry, looked up): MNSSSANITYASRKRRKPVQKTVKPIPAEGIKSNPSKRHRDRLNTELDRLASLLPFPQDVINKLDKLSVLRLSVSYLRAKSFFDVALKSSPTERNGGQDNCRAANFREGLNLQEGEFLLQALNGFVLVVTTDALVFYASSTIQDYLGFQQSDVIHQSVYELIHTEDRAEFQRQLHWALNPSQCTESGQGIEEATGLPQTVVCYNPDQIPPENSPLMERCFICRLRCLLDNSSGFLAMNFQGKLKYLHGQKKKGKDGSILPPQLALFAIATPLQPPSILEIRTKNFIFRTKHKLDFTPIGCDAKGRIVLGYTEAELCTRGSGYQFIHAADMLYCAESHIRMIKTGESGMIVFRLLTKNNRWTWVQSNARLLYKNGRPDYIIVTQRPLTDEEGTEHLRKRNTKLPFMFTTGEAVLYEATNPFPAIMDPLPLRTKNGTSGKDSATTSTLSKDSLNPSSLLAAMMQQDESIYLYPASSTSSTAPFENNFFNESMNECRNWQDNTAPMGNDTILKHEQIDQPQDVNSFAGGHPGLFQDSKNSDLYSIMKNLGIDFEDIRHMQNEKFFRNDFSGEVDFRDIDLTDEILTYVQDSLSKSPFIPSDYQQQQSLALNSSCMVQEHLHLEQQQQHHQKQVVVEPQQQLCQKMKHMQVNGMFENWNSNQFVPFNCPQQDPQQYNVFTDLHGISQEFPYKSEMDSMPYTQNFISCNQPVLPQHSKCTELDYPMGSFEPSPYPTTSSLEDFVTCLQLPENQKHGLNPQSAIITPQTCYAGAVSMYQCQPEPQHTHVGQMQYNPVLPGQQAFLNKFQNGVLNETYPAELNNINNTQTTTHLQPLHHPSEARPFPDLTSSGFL
MEP2-GFP yeast: alters MEP2-GFP fluorescence in TOR pathway yeast screen. 0.51% of 330,000 active. GFP response vs DMSO, % at 10 µM. AID 2016. S. cerevisiae MEP2-GFP strain, flow cytometry GFP, 3 h; 100% = DMSO control level;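 active = GFP response versus DMSO above a set limit, roughly screen mean plus 3 SD, cut at about 180% in these data; inconclusive = fewer than 70 cells counted for a yeast strain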;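 note: median GFP fluorescence of the barcode-gated MEP2-GFP cells per well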
LAP4-GFP MLPCN: alters LAP4-GFP fluorescence in TOR pathway yeast screen; 0.34% of 320,000 active; GFP response vs DMSO, % at 10 µM; AID 2023; S. cerevisiae LAP4-GFP multiplex, flow cytometry GFP, 3 h; median GFP as percent of DMSO wells;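 active = GFP response vs DMSO above a set limit, about the screen mean plus 3 SD, cut at about 150% in these data; inconclusive = under 70 cell events counted for the yeast strain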
RPL19A TOR yeast: alters RPL19A-GFP fluorescence in TOR pathway yeast screen; S. cerevisiae RPL19A-GFP strain, flow cytometry, 3 h; stronger effect = lower value; AID 2025; percent response vs DMSO, % at 10 µM; 0.3% of 330,000 active;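 active = percent response vs DMSO below 50%; inconclusive = fewer than 70 events counted for the yeast strain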;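 note: median channel GFP fluorescence of the barcoded RPL19A-GFP strain; ratio of sample median GFP to plate DMSO average so 100% = DMSO; lower means less RPL19A-GFP as with rapamycin TOR inhibition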
Numbers without * were called inactive; ? = inconclusive; nt = not tested or not shown; [ ] = dose if it differs, or a comment.

Every second line gives: Efflux pump mplx	CIT2 TOR yeast	CR mimetic SO	AGP1 TOR yeast	AHR act	MEP2-GFP yeast	LAP4-GFP MLPCN	RPL19A TOR yeast
COCCNC(=O)CSc1cc(=O)n(C)c2cc(Cl)ccc12
→ 0.1	88	93	95	2	92	94	92
CC(C)[C@H](NC(=O)NC1CCCc2ccccc21)C(=O)O (some centres not stated)
→ 0.0	99	84	103	3	107	99	98
Cc1c(C(=O)OC/C(O)=C(\C#N)c2nc3ccccc3[nH]2)oc2ccccc12
→ 0.0	104	116	108	9	97	106	98
COc1ccc(CCNC(=O)CSc2n[nH]c(N)n2)cc1OC
→ -0.1	106	102	102	0	106	93	106
Cc1ccc2c(c1)cc(CN(Cc1ccco1)C(=O)N1CCOCC1)c1nnnn12
→ -0.5	99	89	102	3	107	109	99
COc1ccc(-c2nc3c4c(ncn3n2)-c2ccccc2CC42CCCC2)cc1
→ 0.2	100	64*	98	8	101	92	104
C=CCN(c1ccccc1OC)S(=O)(=O)c1ccc(Cl)c(C(=O)Nc2ccc(N3CCOCC3)cc2)c1
→ -0.1	106	112	106	7	108	106	104
CC1CCC(NC(=O)C(NS(=O)(=O)c2cccc3nsnc23)C(C)C)CC1 (configuration not stated)
→ -0.1	103	109	101	-1	103	95	99
COc1ccc(NC(=O)CNC(=O)Cn2cnc3sc4c(c3c2=O)CCCC4)cc1OC
→ 0.1	93	97	106	-1	98	103	94
CCc1ccc2c(c1)C(=O)c1ccccc1C2=O
→ 0.0	97	133	97	43	99	96	99
O=C(NCCCN1CCCCCC1)c1ccc2c(Cl)c3c(nc2c1)CCCC3
→ -0.2	101	93	98	1	101	95	103
CCCC(=O)N1CCN(c2ccc(NC(=O)c3ccc(N4CCCC4)c([N+](=O)[O-])c3)cc2Cl)CC1
→ 0.0	100	106	108	-2	103	100	100
Cn1c(Cc2ccccc2)nnc1SCC(=O)N1CCN(c2ccccc2)CC1
→ 0.1	91	89	96	0	93	92	95
C=CCn1c(SCC(=O)Nc2ccc(N(C)C)cc2)nnc1-c1cccc(C)c1
→ 0.0	108	97	107	15	106	112	100
Nc1nc(-c2ccco2)nn1S(=O)(=O)c1ccccc1
→ -0.5	107	90	109	1	104	110	98
CCOC(=O)C1(Cc2cccc(OC)c2)CCN(C2CCOCC2)CC1
→ 0.0	104	103	104	1	100	98	99
CCCCN(C)C(=O)c1nc2ccccn2c1CN(C)Cc1csc(C)n1
→ -0.1	101	95	96	4	98	95	99
COc1cc2cc(C(N)=O)c(N)nc2cc1OC
→ -0.2	?	99	?	3	216*[may fluoresce violet]	97[may fluoresce violet]	44*[may fluoresce violet]
O=C(NCC(c1cccnc1)N1CCN(c2ccc(F)cc2)CC1)C1CCCCC1 (configuration not stated)
→ 0.2	98	91	106	5	99	104	99
CC1=N/C(=C/c2ccc([N+](=O)[O-])cc2)C(=O)N1c1ccc(Cl)cc1Cl
→ 0.1	99	92	107	1	106	113	101
CC1CCCC(C)N1/N=C/c1ccccc1C(=O)O (configuration not stated)
→ -0.1	101	96	104	0	100	111	96
CCOC(=O)C1=C(CSc2nccn2C)NC(=O)NC1c1ccc(OC)cc1 (configuration not stated)
→ -0.1	nt	86	98	-1	100	89	99
Cc1c(N(C)CS(=O)(=O)O)c(=O)n(-c2ccccc2)n1C
→ 0.1	81	101	83	1	98	119	94
CCNC(=S)N/N=C(\C)c1cc2ccccc2o1
→ -0.6	100	94	95	36	102	113	100
O=C(CSc1nnc2ccccn12)c1ccc(Cl)cc1
→ 0.0	97	108	92	0	92	90	93
COC(=O)C(Cc1ccc(O)cc1)NC(=O)c1ccccc1OC (configuration not stated)
→ 0.1	96	100	101	0	96	105	99
CCCNC(=S)N1CCC(C(=O)c2ccc(OC)cc2)CC1
→ -0.1	104	115	98	-2	101	89	103
CSc1ncccc1C(=O)NC(C)CCc1ccccc1 (configuration not stated)
→ -0.1	102	108	99	0	108	101	104
CCC(C)NC(=O)C1CCC(CNS(=O)(=O)c2cccc3nsnc23)CC1 (configuration not stated)
→ 0.1	92	128	93	2	94	88	98
C=CCn1c(NCc2ccccc2O)nc2ccccc21
→ 0.0	94	98	78	-1	110	94	88
O=[N+]([O-])c1cc(Cl)ccc1N1CCOCC1
→ 0.1	104	90	98	0	96	87	98

A different layout for part of the listing above.
mol,Efflux pump mplx,CIT2 TOR yeast,CR mimetic SO,AGP1 TOR yeast,AHR act,MEP2-GFP yeast,LAP4-GFP MLPCN,RPL19A TOR yeast
COCCNC(=O)CSc1cc(=O)n(C)c2cc(Cl)ccc12,0.1,88,93,95,2,92,94,92
CC(C)[C@H](NC(=O)NC1CCCc2ccccc21)C(=O)O (some centres not stated),0.0,99,84,103,3,107,99,98
Cc1c(C(=O)OC/C(O)=C(\C#N)c2nc3ccccc3[nH]2)oc2ccccc12,0.0,104,116,108,9,97,106,98
COc1ccc(CCNC(=O)CSc2n[nH]c(N)n2)cc1OC,-0.1,106,102,102,0,106,93,106
Cc1ccc2c(c1)cc(CN(Cc1ccco1)C(=O)N1CCOCC1)c1nnnn12,-0.5,99,89,102,3,107,109,99
COc1ccc(-c2nc3c4c(ncn3n2)-c2ccccc2CC42CCCC2)cc1,0.2,100,64*,98,8,101,92,104
C=CCN(c1ccccc1OC)S(=O)(=O)c1ccc(Cl)c(C(=O)Nc2ccc(N3CCOCC3)cc2)c1,-0.1,106,112,106,7,108,106,104
CC1CCC(NC(=O)C(NS(=O)(=O)c2cccc3nsnc23)C(C)C)CC1 (configuration not stated),-0.1,103,109,101,-1,103,95,99
COc1ccc(NC(=O)CNC(=O)Cn2cnc3sc4c(c3c2=O)CCCC4)cc1OC,0.1,93,97,106,-1,98,103,94
CCc1ccc2c(c1)C(=O)c1ccccc1C2=O,0.0,97,133,97,43,99,96,99
O=C(NCCCN1CCCCCC1)c1ccc2c(Cl)c3c(nc2c1)CCCC3,-0.2,101,93,98,1,101,95,103
CCCC(=O)N1CCN(c2ccc(NC(=O)c3ccc(N4CCCC4)c([N+](=O)[O-])c3)cc2Cl)CC1,0.0,100,106,108,-2,103,100,100
Cn1c(Cc2ccccc2)nnc1SCC(=O)N1CCN(c2ccccc2)CC1,0.1,91,89,96,0,93,92,95

Part of the list above, bar-delimited:
SMILES | Efflux pump mplx | CIT2 TOR yeast | CR mimetic SO | AGP1 TOR yeast | AHR act | MEP2-GFP yeast | LAP4-GFP MLPCN | RPL19A TOR yeast
COC(=O)C(Cc1ccc(O)cc1)NC(=O)c1ccccc1OC (configuration not stated) | 0.1 | 96 | 100 | 101 | 0 | 96 | 105 | 99
O=C(NCC(c1cccnc1)N1CCN(c2ccc(F)cc2)CC1)C1CCCCC1 (configuration not stated) | 0.2 | 98 | 91 | 106 | 5 | 99 | 104 | 99
